IMPase cell inh: qHTS Assay for Identifying the Cell-Membrane Permeable IMPase Inhibitors; CHO-M1 cells, IP1 accumulation, HTRF TR-FRET ratio; inhibition (IP1 accumulation), % at 46.1 µM; 120,000 tested, under 10 active; AID 901, 2007; active means well fitted curve in the direction sought with a large enough effect in the signal ratio, not every such curve was filed as active; inconclusive means small, poorly fitted or top-dose-only effect, or a change in a side signal; inactive means no such curve, though single readings can be large or run the other way; the % refers to the signal ratio;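 further: cells stimulated with carbachol in lithium chloride buffer; plate controls were DMSO basal wells for no effect and reference inhibitor wells for full effect; higher means more IMPase inhibition seen as more IP1 and lower FRET ratio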
Target sequence (P97697 whole entry, looked up): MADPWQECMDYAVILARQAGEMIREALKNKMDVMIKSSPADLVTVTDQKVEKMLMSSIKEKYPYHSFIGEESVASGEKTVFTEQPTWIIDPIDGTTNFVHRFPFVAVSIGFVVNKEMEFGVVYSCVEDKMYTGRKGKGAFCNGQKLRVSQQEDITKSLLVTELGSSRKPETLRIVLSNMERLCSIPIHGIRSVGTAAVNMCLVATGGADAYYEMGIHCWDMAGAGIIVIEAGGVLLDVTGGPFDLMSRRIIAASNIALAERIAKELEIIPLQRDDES
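CHO-M1 cells (CHO stably expressing M1 receptor), compound up to 46 uM final, stimulated with carbachol (50 uM as added) in buffer with 50mM LiCl, pH 7.4, 30 min at 37C. Cytosolic IP1 read by TR-FRET; AC50 from Hill fits.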
15-hLO-2 inh: qHTS Assay for Inhibitors of 15-hLO-2 (15-human lipoxygenase 2) | Potency, µM (highest dose often 57.1 µM), for the others: at the highest dose activity change, negative = inhibition, usual class: inhibitors | 0.56% of 110,000 active | purified 15hLO-2, xylenol orange hydroperoxide absorbance | Polyunsaturated fatty acid lipoxygenase ALOX15B (Homo sapiens), O15296 | AID 881, 2007; further: potency means the concentration at half of the fitted maximal effect; nearly all actives have a fitted effect of over 60% in size; many of its hits are not listed in these tables
Target sequence (O15296 whole entry, looked up): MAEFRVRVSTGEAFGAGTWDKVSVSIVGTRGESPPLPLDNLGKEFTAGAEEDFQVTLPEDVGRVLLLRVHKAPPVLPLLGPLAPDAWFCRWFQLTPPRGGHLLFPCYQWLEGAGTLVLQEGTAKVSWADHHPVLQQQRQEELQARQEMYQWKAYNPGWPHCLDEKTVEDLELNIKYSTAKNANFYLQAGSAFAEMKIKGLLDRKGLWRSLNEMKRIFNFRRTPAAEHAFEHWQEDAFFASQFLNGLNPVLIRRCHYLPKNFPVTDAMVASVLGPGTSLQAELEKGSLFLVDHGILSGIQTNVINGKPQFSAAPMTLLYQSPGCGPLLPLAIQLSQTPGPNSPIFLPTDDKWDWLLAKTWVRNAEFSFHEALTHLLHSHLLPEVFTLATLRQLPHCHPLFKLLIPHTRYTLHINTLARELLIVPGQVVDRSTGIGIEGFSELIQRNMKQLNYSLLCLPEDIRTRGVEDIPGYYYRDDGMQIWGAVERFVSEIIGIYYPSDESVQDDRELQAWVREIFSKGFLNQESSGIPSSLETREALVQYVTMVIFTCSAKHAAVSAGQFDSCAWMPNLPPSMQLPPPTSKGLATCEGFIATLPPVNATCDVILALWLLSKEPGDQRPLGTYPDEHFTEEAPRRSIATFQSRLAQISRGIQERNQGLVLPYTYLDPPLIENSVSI
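Screening format was qHTS against 50 nM purified 15hLO-2 in Hepes pH 7.5 with detergent. Activity follows hydroperoxide formation from 45 uM arachidonic acid, measured as 573:405 nm absorbance ratio of the ferric-xylenol orange complex.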
12-hLO inh: qHTS Assay for Inhibitors of 12-hLO (12-human lipoxygenase) | Polyunsaturated fatty acid lipoxygenase ALOX12 (Homo sapiens), P18054 | purified 12-hLO, xylenol orange hydroperoxide absorbance | Potency, µM (series often up to 57.1 µM), without a hit: at the top dose activity change, negative = inhibition, hits mostly inhibitors | 0.12% of 150,000 active | AID 1452, 2008; further: potency means the concentration at half of the fitted maximal effect; nearly all actives have a fitted effect of over 55% in size; many of its hits are not listed in these tables
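Hydroperoxide output read as Fe(III)-xylenol orange absorbance, 573-to-405 nm ratio, after 30 min reaction with 40 uM arachidonic acid. Enzyme: 150 nM purified human 12hLO, 15 min compound preincubation; 25 mM Hepes pH 7.0, room temperature.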
PNC assembly inh: High Content Assay for Compounds that inhibit the Assembly of the Perinucleolar Compartment; PC3M PTB-GFP, PNC prevalence imaging, 16 h; active compounds read low; activity change (PNC), negative = inhibition, % at 10 µM; 3.1% of 140,000 active; AID 2417, 2010;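 active means readout at or below -70, meaning at least 70% loss of cells showing the perinucleolar compartment, a nuclear body marking cancer cells; inconclusive means readout between -30 and a set limit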;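 further: plate controls were DMSO wells for no effect and camptothecin positive control wells for full effect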
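Read-out is percentage of cells bearing a perinucleolar compartment, from automated 20x imaging of fixed, Hoechst-stained PC3M PTB-GFP cells. Cells were seeded 4 h, then exposed 16 h to compound (23 nl of library stock) in duplicate plates.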
* marks the source's active call; other numbers are inactive results; u = inconclusive; x = no result given; & = joins results of further samples; [ ] = another dose, or the depositor's remark. Unless noted, the call rests on the fitted dose curve; in most records, active means well fitted curve in the direction sought with a large enough effect; inconclusive means small, poorly fitted or top-dose-only effect, or another doubt; inactive means no such curve, though single readings can be large; an effect the other way counts as inactive or inconclusive. Unless noted, on the % scale 0 is the no-effect control and ±100 the full control effect.

1	COc1ccc(NCc2nnc(SCC(=O)NCc3ccco3)n2-c2ccccc2OC)cc1
2	CCCCn1c(SCC(=O)NCc2ccco2)nc2cc(S(N)(=O)=O)ccc21
3	CCOc1ccc(C2=NNC(c3cccs3)=Nc3ccc(OCC)cc32)cc1
4	COC(=O)[C@@]1(Cc2ccc(OC)cc2)[C@H]2c3cc(C(=O)N4CCCC4)n(CCc4c[nH]c5ccccc45)c3C[C@H]2CN1C(=O)c1ccccc1
5	C/C(CC(=O)Nc1ccc(N(C)C)cc1)=N\NC(=O)c1cnccn1
6	Cc1ccc(CNC(C)c2ccccc2)cc1 (stereo not given)
7	O=S(=O)(NCCc1csc(-c2cccnc2)n1)c1cccs1
8	Cc1nnc(NC(=O)CSc2ncnc3scc(-c4ccccc4)c23)s1
Assay by compound | 1 | 2 | 3 | 4 | 5 | 6 | 7 | 8
IMPase cell inh | 6 | 1 | 4 | x | 16 | x | -4 | 8
15-hLO-2 inh | x | 2% | 13% | -10% | x | x | -5% | -11%
12-hLO inh | -10% | -9% | -5% | -10% | 4% | 2% | -3% | 5%
PNC assembly inh | 18 | 27 | 7 | x | u | 3 | u | 3

9	N[C@H](C(=O)O)[C@H](OCc1ccccc1)C(=O)O
10	C#CCCCCCCC#CCN(C)C
11	CC1Cc2ccccc2N1C(=O)COC(=O)CNC(=O)c1ccc(Br)o1 (stereo not given)
12	O=C(CCC1COc2ccccc2O1)Nc1cccnc1 (stereo not given)
13	C=C(C)CSc1nc(N)c2c(C)c(C)sc2n1
14	CCCCCNC(=O)CCCCn1c(=O)[nH]c2cc(OCC)c(OCC)cc2c1=O
15	COc1ccc(Cl)cc1Nc1nc(C)cc(C)c1C(N)=O
16	Cc1nnc(NC(=O)C2COc3ccccc3O2)s1 (stereo not given)
Assay by compound | 9 | 10 | 11 | 12 | 13 | 14 | 15 | 16
IMPase cell inh | -1 | x | 7 | 0[1.84 µM] | 18 | -2 | 2 | 2
15-hLO-2 inh | 18% | x | 3% | 12%[11.4 µM] | 3% | -12% | x | -3%
12-hLO inh | -3% | 2% | 2% | 5% | -2% | -5% | -1% | -2%
PNC assembly inh | x | 0 | 36 | -6 | -16 | u | u | 24

Ordered by the number under 15-hLO-2 inh (lowest first): some entries from above.
item	smiles	15-hLO-2 inh
14	CCCCCNC(=O)CCCCn1c(=O)[nH]c2cc(OCC)c(OCC)cc2c1=O	-12%
16	Cc1nnc(NC(=O)C2COc3ccccc3O2)s1 (stereo not given)	-3%
13	C=C(C)CSc1nc(N)c2c(C)c(C)sc2n1	3%
9	N[C@H](C(=O)O)[C@H](OCc1ccccc1)C(=O)O	18%

The listing continues:
17	O=C1CC(N2CCSCC2)C(=O)N1CCc1ccccc1 (stereo not given)
18	Cn1c(Cc2ccccc2)n[nH]c1=S
19	C1CCN2C[C@@H]3C[C@@H](CN4CCCC[C@H]34)[C@H]2C1
20	CCOc1cc(/C=C2/NC(=S)NC2=O)ccc1OCc1ccc([N+](=O)[O-])cc1
21	Cc1ccc2[nH]c3c(c2c1)CN(C)CC3
22	CCS(=O)(=O)N1CCCC(C(=O)NCc2ccc(C)cc2)C1 (stereo not given)
23	Cc1cc(C)cc(N(CC(=O)Nc2cccc(C)n2)S(=O)(=O)c2c(C)noc2C)c1
24	CCOC(=O)c1c(CN(C)C)n(-c2ccccc2)c2cc(Br)c(OC)cc12
Assay by compound | 17 | 18 | 19 | 20 | 21 | 22 | 23 | 24
IMPase cell inh | -7 | x | -2[20.6 µM] | 1 | u | 1 | 1 | x
15-hLO-2 inh | 7% | x | 2%[25.6 µM] | u | x | 13% | x | x
12-hLO inh | -1% | -1% | 0%[25.6 µM] | 0% | 2% | -1% | -5% | 0%
PNC assembly inh | 43 | 3 | x | 34 | 1 | 26 | 14 | 24

25	COCCN(C(C)=O)c1nnc(-c2cnccn2)s1
26	O=C1c2cc(S(=O)(=O)NCCCO)ccc2-c2ccc(S(=O)(=O)NCCCO)cc21
27	CCOC(=O)C1=C(C)NC(=S)NC1c1ccc(-c2ccc(Cl)cc2)o1 (stereo not given)
28	CCCN(CCC)CCCNC(=O)c1cn(CCOC)c(=O)c2c1c1ccccc1n2C
29	O=C(CCn1cccc1)NCc1ccccc1
30	CCOc1ccccc1CNCCN1CCOCC1
31	COc1ccc(NC2(c3ccc(Cl)cc3)C(=O)c3ccccc3C2=O)cc1
32	Cc1cc(C(=O)NCc2ccco2)on1
Assay by compound | 25 | 26 | 27 | 28 | 29 | 30 | 31 | 32
IMPase cell inh | 0 | 0 | x | 5 | -8 | 1 | 4 | -3
15-hLO-2 inh | -6% | -9% | x | 17% | -6% | x | 5% | 0%
12-hLO inh | 2% | 0% | u | 0% | 2% | 6% | -10% | -6%
PNC assembly inh | -24 | u | -30 | 3 | -12 | 5 | 77 | -20

33	CN1CCN(CCCNC(=O)c2cn(C)c3ccc(S(=O)(=O)N(C)C)cc3c2=O)CC1
34	CCCCC(CC)CN=C(N)NC(N)=NCCCCCCN=C(N)NC(N)=NCC(CC)CCCC (stereo not given)
35	Cc1ccccc1NS(=O)(=O)c1ccc(NC(=O)c2ccco2)cc1
36	CC(C)(C)Cc1nc(-c2ccc(Cl)cc2)no1
37	COC(=O)C(CCSC)NC(=O)Cn1ncc2c(=O)oc3ccc(C)cc3c21 (stereo not given)
38	COC(=O)N1[C@H](Cc2ccccc2)C=C[C@]1(C)C(=O)NCc1ccccn1
39	C/C(=N/NC(=O)c1ccoc1C)c1cccc(NC(=O)C(F)(F)F)c1
40	COc1ccc(OC)c(Nc2ccc(C(=O)O)cc2[N+](=O)[O-])c1
Assay by compound | 33 | 34 | 35 | 36 | 37 | 38 | 39 | 40
IMPase cell inh | 9 | x | 11 | 2 | 2 | x | x | 9
15-hLO-2 inh | 5% | -1% | -18% | 5% | -1% | 15% | x | x
12-hLO inh | 4% | 2% | 0% | -11% | 2% | -2%&2% | 1% | -8%
PNC assembly inh | 26 | x | 15 | -8 | -8 | 47 | 9 | 9

41	O=S(=O)(c1ccccc1)N1N=C(c2cccs2)CC1c1ccc(F)cc1 (stereo not given)
42	CCCCOc1ccc(C(=O)NCC2(c3ccccc3)CCOCC2)cc1
43	CCCN(CCC)C(=O)CSc1nc2ccsc2c(=O)n1NC(=O)c1ccccc1
44	O=C(c1nn(Cc2ccccc2)c(=O)c2ccccc12)N1CCN(C/C=C/c2ccccc2)CC1
45	COc1ccc(-c2nn(-c3ccccc3)cc2C(=O)O)cc1OC
46	CC(C)CN1CC[C@@]2(CCCN(S(=O)(=O)c3ccccc3)C2)C1
47	CCOC(=O)C1=C(C)N=C2SC(C)C(=O)N2C1c1cccc(F)c1 (stereo not given)
48	Nc1nc(-n2cnnc2)nn1-c1ccccc1
Assay by compound | 41 | 42 | 43 | 44 | 45 | 46 | 47 | 48
IMPase cell inh | 5 | 5 | u | 14 | 5 | x | 0 | -5
15-hLO-2 inh | -4% | 22% | -10% | 48%[activator] | -3% | 1% | u | 4%
12-hLO inh | 3% | -12% | -3% | 4% | 12% | -3% | 0% | 4%
PNC assembly inh | u | -22 | 13 | 37 | -27 | x | 37 | -21

A draw from above in order of molecular weight, descending.
44	O=C(c1nn(Cc2ccccc2)c(=O)c2ccccc12)N1CCN(C/C=C/c2ccccc2)CC1
41	O=S(=O)(c1ccccc1)N1N=C(c2cccs2)CC1c1ccc(F)cc1 (stereo not given)
42	CCCCOc1ccc(C(=O)NCC2(c3ccccc3)CCOCC2)cc1
45	COc1ccc(-c2nn(-c3ccccc3)cc2C(=O)O)cc1OC
48	Nc1nc(-n2cnnc2)nn1-c1ccccc1
Assay by compound | 44 | 41 | 42 | 45 | 48
IMPase cell inh | 14 | 5 | 5 | 5 | -5
15-hLO-2 inh | 48%[activator] | -4% | 22% | -3% | 4%
12-hLO inh | 4% | 3% | -12% | 12% | 4%
PNC assembly inh | 37 | u | -22 | -27 | -21

The list goes on.
49	O=C(Nc1ccc(-c2nc3ccccc3o2)cc1)c1cccnc1
50	COc1ccc(Cl)cc1NC(=O)CC(C)=O
51	Cc1ccc(Oc2ccc(S(=O)(=O)N3CCOCC3)cc2C(N)=O)c(-n2nc3ccccc3n2)c1
52	CCCOc1ccc(C2C(C(=O)c3ccco3)=C(O)C(=O)N2CCCn2ccnc2)cc1 (stereo not given)
53	COC(=O)Nc1ccc(S(=O)(=O)N(C)C)cc1
54	CCCC(=O)Nc1ccc(C#Cc2ccccc2)cc1
55	O=C(/C=C/c1ccc(O)cc1)c1c(O)cc(O)cc1O
56	COc1ccc(NS(=O)(=O)c2ccc(N3CCOCC3)c(NC(=O)c3ccccc3Cl)c2)cc1
Assay by compound | 49 | 50 | 51 | 52 | 53 | 54 | 55 | 56
IMPase cell inh | -16 | u | 0 | -5 | -17 | -4 | 0 | x
15-hLO-2 inh | 8% | 0% | 0% | 51%[activator] | 1% | x | u | x
12-hLO inh | 5% | -13% | -12% | -9% | 1% | -5% | -5% | 1%
PNC assembly inh | -14 | -29 | u | 19 | u | 0 | x | 24

57	CCOC(=O)c1c(C)oc2c1c(C=NC1CCS(=O)(=O)C1)c(O)c1ccccc12 (stereo not given)
58	O=C(C1CCN(c2ccc(N3CCOCC3)nn2)CC1)N1CCN(c2ccc(F)cc2)CC1
59	COCCNC(=O)CN(C(=O)Cn1nnc2ccccc21)c1ccc(C)c(F)c1
60	CCCn1nnc(NC(=O)c2sc3ccccc3c2Cl)n1
61	CC(C)c1ccccc1OCCCCCNCCO
62	O=C(NCc1ccco1)c1ccc2c(=O)n(-c3ccccc3)c(=S)[nH]c2c1
63	CCc1ccccc1OCc1nnc(N)s1
64	COc1ccccc1-n1c(SCC(=O)N(C)C2CCS(=O)(=O)C2)nc2ccccc2c1=O (stereo not given)
Assay by compound | 57 | 58 | 59 | 60 | 61 | 62 | 63 | 64
IMPase cell inh | -6 | 0 | -5 | u | -2 | -27 | 2 | 4
15-hLO-2 inh | -10% | 12% | x | -3% | 28% | -27% | 2% | 1%
12-hLO inh | 2% | -3% | 1% | -4% | 3% | 3% | -1% | -9%
PNC assembly inh | -29 | -22 | -119* | 37 | -6 | 46 | u | 31

65	Cc1ccc(CC(=O)NCC(C)C)cc1
66	Cc1cccc(NC(=O)CCCCCN2C(=O)c3ccccc3C2=O)n1
67	COc1cccc(-c2nnn(CC(=O)Nc3cc(OC)c(NC(=O)c4ccco4)cc3OC)n2)c1
68	CCOc1cc(/C=N/NC(=O)CCCC(=O)NC2CCCCC2)ccc1O
69	CN(C)S(=O)(=O)N1CCN(S(=O)(=O)c2ccccc2)CC1
70	Nc1nc(NC(=O)c2cccs2)nn1-c1ccccc1
71	COC(=O)c1ccc(NC(=O)C2C3C=CC(O3)C2C(=O)O)cc1 (stereo not given)
72	Cc1cc(N2C(=O)CCC2=O)n(-c2ccccc2)n1
73	O=C(CN1C(=O)C2C3C=CC(C3)C2C1=O)Nc1ccc2nccnc2c1 (stereo not given)
74	NC(=O)c1cccc([N+](=O)[O-])c1
75	O=C(N1CCN(c2ccccc2F)CC1)C1(c2cccs2)CCOCC1
Assay by compound | 65 | 66 | 67 | 68 | 69 | 70 | 71 | 72 | 73 | 74 | 75
IMPase cell inh | -13 | 2[1.84 µM] | 5 | x | 0 | -1 | -2 | -7 | 5 | x | 9
15-hLO-2 inh | 5% | -2%[11.4 µM] | -16% | x | 4% | 4% | -19% | 3% | -2% | -3% | x
12-hLO inh | 7% | 19% | -1% | 3% | -5% | -2% | -1% | 2% | -4% | 4% | 2%
PNC assembly inh | u | 37 | u | -3 | u | -27 | -28 | -6 | 45 | x | 6

Compound activity: PubChem BioAssay, National Center for Advancing Translational Sciences (NCATS)

Not all compounds are listed; the hit share may differ from the screen's.
